MMP-13 inhibitor – inhibitors of human MMP13; hit rate 0.07% among 65,000; inhibition, % at 4 µM; MMP-13 fTHP FRET cleavage, Mca fluorescence; P45452; AID 570;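 active = inhibition above the mean of compound-free control plate wells plus 3 SD, cut at about 14% in these data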;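 also: 0% = DMSO wells and 100% = wells with reference MMP-13 inhibitor after basal subtraction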
5-HT1A blocker – 5-HT1a (human) receptor antagonism; P08908; CHO 5-HT1a Ga15 NFAT-bla reporter, antagonist mode; inhibition, % at 10 µM; hit rate 0.68% among 62,000;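 active = inhibition above the mean of all tested compounds plus 3 SD, cut at about 43% in these data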;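 also: receptor stimulated by 5-CT agonist at 100 nM near EC80; beta-lactamase reporter measured by ratiometric fluorescence of a cleavable substrate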
RORA act – activates the human nuclear receptor RORA | P35398 | hit rate 1.5% among 65,000 | CHO-K1 Gal4-RORA LBD luciferase reporter, luminescence; percent increase over mock-subtracted basal signal | AID 560 | activation, % at 10 µM;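 active = activation above the mean of all tested compounds plus 3 SD, cut at about 49% in these data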;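 also: 0% = DMSO-treated RORA cells and 100% = added signal equal to DMSO minus mock-transfected cells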
Target sequence (P35398 whole entry, looked up, the tested form may be a part): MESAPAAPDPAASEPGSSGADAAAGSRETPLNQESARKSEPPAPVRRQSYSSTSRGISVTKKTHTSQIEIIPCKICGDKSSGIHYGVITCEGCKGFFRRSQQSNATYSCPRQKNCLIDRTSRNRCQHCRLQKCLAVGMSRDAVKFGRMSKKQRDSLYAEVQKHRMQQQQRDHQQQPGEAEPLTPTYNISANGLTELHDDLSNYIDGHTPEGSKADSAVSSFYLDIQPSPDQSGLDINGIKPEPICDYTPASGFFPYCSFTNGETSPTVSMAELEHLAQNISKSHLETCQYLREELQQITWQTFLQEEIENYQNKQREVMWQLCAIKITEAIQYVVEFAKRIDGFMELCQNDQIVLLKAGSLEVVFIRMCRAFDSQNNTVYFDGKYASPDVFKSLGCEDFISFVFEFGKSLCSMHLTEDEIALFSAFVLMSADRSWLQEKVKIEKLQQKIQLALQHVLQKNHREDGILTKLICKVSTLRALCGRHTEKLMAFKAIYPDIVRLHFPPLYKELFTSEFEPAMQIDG
HTR1A agonist – agonists of human 5-HT1a serotonin receptor; P08908; CHO 5-HT1a Ga15 NFAT-bla reporter, FRET ratio; 0% basal, 100% maximal reference agonist; activation, % at 10 µM; hit rate 0.56% among 65,000;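 active = activation above the screen-wide mean activation plus 3 SD, cut at about 19% in these data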;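 also: 0% = DMSO wells and 100% = 5-CT at EC100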
NADH enzymes – inhibition of NAD/NADH coupling enzymes, library profiling; coupled PK/LDH NADH assays, four targets; IC50, µM (top dose mostly 10 µM), for inactives: at the top dose inhibition; hit rate 0.02% among 65,000; AID 774;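 active = single-dose screening hits from any of four coupled enzyme assays that gave an IC50 when retested across doses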;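 also: the DPM-DC format reads NADH fluorescence rather than 340 nm absorbance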
Autofluor 339 – intrinsic fluorescence of library compounds, ex339/em460 – biochemical, MLSMR library, data from DPM-DC assay, artefact control, profiling panel. compound autofluorescence, ex339/em460 nm, NADH buffer; hits give high values; 1 = no-compound wells, NADH background. fluorescence fold increase at 10 µM. hit rate 5.5% among 65,000. AID 709;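 active = at 10 µM, mean starting fluorescence two-fold or more over control wells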;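 also: signal is the first read of a kinetic run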
A340 absorber – compound absorbs light at 340 nm; fold change at 10 µM; AID 708; compound absorbance at 340 nm, fold over control; 65,000 tested, under 10 active;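 active = at 10 µM dose, initial 340 nm absorbance at least 2 fold that of control wells; inactive = change under 2 fold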;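 also: initial absorbance extrapolated from kinetic A340 decline of NADH oxidation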
TNAP act DEA – activators of human TNAP at intermediate phosphate acceptor; purified TNAP, CDP-star luminescence, 100 mM DEA, 30 min; hits give high values; scale: 0 levamisole-inhibited, 1 vehicle-only enzyme; activation factor at 20 µM; P05186; 64,000 tested, under 10 active;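 active = activation factor of at least 2 at 20 µM, relative to controls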
Target sequence (P05186 whole entry, looked up): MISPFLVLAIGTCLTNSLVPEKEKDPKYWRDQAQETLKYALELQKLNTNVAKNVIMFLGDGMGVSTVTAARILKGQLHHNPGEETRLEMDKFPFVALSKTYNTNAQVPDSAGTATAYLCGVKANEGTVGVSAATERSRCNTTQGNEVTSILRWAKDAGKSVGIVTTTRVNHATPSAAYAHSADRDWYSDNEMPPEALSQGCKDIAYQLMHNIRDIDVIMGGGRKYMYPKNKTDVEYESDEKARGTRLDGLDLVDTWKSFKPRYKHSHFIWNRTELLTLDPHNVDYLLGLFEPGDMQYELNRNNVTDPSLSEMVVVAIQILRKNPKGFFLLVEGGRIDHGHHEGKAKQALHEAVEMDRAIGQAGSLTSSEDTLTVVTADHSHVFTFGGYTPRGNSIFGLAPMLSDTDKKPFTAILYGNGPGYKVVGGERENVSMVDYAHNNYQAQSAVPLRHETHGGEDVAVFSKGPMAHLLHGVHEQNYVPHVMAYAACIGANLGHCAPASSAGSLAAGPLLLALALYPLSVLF
SF-1 act – activates the human nuclear receptor SF-1; CHO-K1 Gal4-SF-1 LBD luciferase reporter; % increase over DMSO SF-1-specific signal; activation, % at 10 µM; hit rate 1.9% among 65,000;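 active = activation above the mean activation of all tested compounds plus 3 SD, cut at about 50% in these data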
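Material: CHO-K1 cells with Gal4–hSF-1 LBD chimera plus Gal4-driven luciferase / Input: 4,000 CHO-K1 cells per well / Incubation: compound exposure 20 h at 37 °C / Signal: luminescence read 15 min after SteadyLite luciferase reagent, after room-temperature equilibration / Read-out: percent activation versus DMSO / Benchmarks: DMSO negative control and −SF1 background wells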
* = called active by the depositor; . = not tested or not shown; [ ] = remark or other dose. Rows were taken by chance. Share with any hit: about 8.9%.

SMILES	MMP-13 inhibitor	5-HT1A blocker	RORA act	HTR1A agonist	NADH enzymes	Autofluor 339	A340 absorber	TNAP act DEA	SF-1 act
COc1ccc(-c2nc(CSCC(=O)N3CCc4ccccc43)c(C)o2)cc1OC	-1	14	-6	4.1	8%	1.1	1	0.9	18
COCCn1c(NCc2ccc(C)cc2)nc2c1c(=O)[nH]c(=O)n2C	5	-4	-20	-1.5	2%	1	0.99	0.9	-4
CCN(CC)CCN1C(=O)C(=O)/C(=C(/O)c2ccncc2)C1c1ccccc1 (configuration not stated)	-2	-3	-25	-0.9	7%	1	1.1	0.9	6
O=C(CN1CCC(n2nnc3cc(C(F)(F)F)ccc32)CC1)NCc1cccs1	1	1	-3	-1.4	6%	1	1	1.1	1
NC(=O)C(c1ccccc1)C1CCCC1 (configuration not stated)	-6	.	-21	-2.1	5%	1	1	0.9	1
Cc1ccccc1-c1nc(CN2CCC(C(=O)NCC3CCCO3)CC2)c(C)o1 (configuration not stated)	0	7	-12	0.6	6%	1.1	0.98	1	16
Cc1cc(N2CCN(c3ccccc3)CC2)n2c(n1)nc1ccccc12	-11	8	-12	-1.7	9%	1.6	1	0.8	1
CCOC(=O)CSc1nc2ccccc2c(=O)n1CC1COc2ccccc2O1 (configuration not stated)	-17	10	-16	0.6	10%	0.81	1.1	0.9	5
COc1cc(C(=O)OCCN2CCOCC2)ccc1O	1	-8	-3	-2.8	3%	1.2	1	1	-5
COc1nc(OC)nc(N(C)CCO)n1	5	-16	1	-1.7	4%	1	1	0.9	-8
Cc1noc(C)c1COC(=O)c1cc2c3ccccc3n(C)c2s1	-7	-11	8	0.6	3%	1.4	1.1	0.9	-1
CCCCn1c(CN2CCN(c3cccc(Cl)c3)CC2)nc2c1c(=O)n(C)c(=O)n2C	2	-12	-6	2.3	4%	1	0.98	1	-8
Cc1cnc(NC(=O)CCCSc2nc3ccccc3s2)s1	5	14	-18	0.7	8%	1.1	1.1	0.9	-22
COc1ccc(CNc2nc(NCc3ccc(OC)cc3)n(S(C)(=O)=O)n2)cc1	1	11	14	0.2	2%	1.1	1	0.8	-2
COc1ccccc1CNC(=O)C1CCN(S(C)(=O)=O)CC1	4	8	-7	-4.1	0%	1.1	1	0.9	8
C=CCn1c(SCC(=O)NC(=O)NCC(C)C)nnc1C1CCCCC1	0	-4	13	0.8	5%	1.1	1	0.9	-9
CC(C)CCNC(=O)NC(=O)COC(=O)C1=COCCO1	3	-8	-6	-2.9	0%	1	1	1	-10
Cn1c(=O)[nH]c(=O)c2c1nc(NCCCn1ccnc1)n2Cc1ccc(F)cc1	3	4	9	-0.5	10%	1	0.97	0.8	-19
Cc1cc(C)c2c(c1)OC(O)(C(F)F)CC2=O (configuration not stated)	0	-16	-6	2.3	7%	0.89	1	0.9	17
COc1ccc(-c2nc(C#N)c(NCc3ccc(F)cc3)o2)cc1OC	-201[fluorescence artefact?]	3	16	-0.4	17%[fluoresces]	3.9*	1.1	0.9	15
Cc1cc(C(=O)CSc2nncs2)c(C)n1-c1ccc2c(c1)OCO2	-5	-4	36	-0.7	6%	0.96	1	0.9	69*
O=C(CCSc1ccccc1)Nc1ncccn1	-2	3	-7	1.0	5%	1.1	1	0.9	2
COc1ccccc1NC(=O)CN1CCN(CC(=O)Nc2ccccc2F)CC1	4	-11	-16	-1.7	3%	1.1	1	0.9	-4
COc1ccc(S(=O)(=O)n2nc(OC(=O)c3ccco3)cc2N)cc1	1	0	-4	0.5	4%	1.1	1	0.8	6
O=C(O)c1ccccc1S(=O)(=O)Cc1ccccc1	5	11	-28	-1.4	3%	1.1	1	1	-13
CCCCOc1ccc(C(=O)NCCCC(=O)N2CCCCC2)cc1	1	-2	-16	-2.1	2%	1.1	1	1	-18
CCN(CC)c1nc(Nc2ccccc2)nc(Oc2ccc(=O)n(C)n2)n1	-2	2	-16	-2.4	2%	1.1	1.1	1	-5
Cc1cc(NC(=O)CSc2nccn2-c2ccc(F)cc2)no1	3	3	0	-0.7	4%	1.1	0.99	0.9	19
CCOC(=O)c1c(NC(=O)CSc2nnc(CNC(=O)c3ccco3)n2C)sc2c1CCC2	2	-1	-3	4.2	7%	1	1.1	1	11
O=C(O)c1ccc(-n2c(-c3ccccc3)n[nH]c2=S)cc1	4	4	-15	-2.7	7%	1.1	0.99	0.9	-4
CCC(c1nnnn1C1CCCCC1)N(Cc1ccco1)Cc1cc2ccc(OC)cc2[nH]c1=O (configuration not stated)	-4	16	-3	1.1	6%	1.2	1	0.9	9
Cc1nc2nc(SCC(=O)C(C)(C)C)[nH]c2cc1Br	6	-128	14	-0.5	6%	1	1	0.9	7
CCOC(=O)c1[nH]c2ccc(OC)cc2c1NC(=O)N1CCOCC1	-41	8	-13	2.2	11%[fluoresces]	3.8*	1.1	1	4
COc1ccc(S(=O)(=O)Nc2c(C(=O)O)[nH]c3ccccc23)c(OC)c1	-3	3	15	0.8	4%	1.1	1.1	0.8	12
COc1ccc(-c2noc(CCC(=O)Nc3cccc(C)c3)n2)cc1	0	-17	-27	0.3	6%	1.1	1	0.9	-7
CCOC(=O)Nc1nc(C)c(C(=O)N(C)C)s1	1	3	2	-1.4	2%	1.1	1	0.9	-1
COc1ccc(OC)c(S(=O)(=O)N2Cc3ccccc3CC2C(=O)O)c1 (configuration not stated)	-2	10	8	-1.3	0%	1.1	1.1	0.9	12
CC(=O)C1=C(O)C(=O)N(CO)C1c1ccccc1F (configuration not stated)	5	-8	-9	-3.8	4%	1.1	1.1	0.9	1
Cc1n[nH]c(C)c1S(=O)(=O)N1CCc2ccccc21	4	10	17	-2.6	6%	1.1	1	0.8	6
CCOC(=O)c1ccc(CSc2ncn[nH]2)o1	1	.	-21	-2.7	4%	1.1	1	0.8	3
CCOC(=O)c1c(C)c(C(=O)O)n(C)c1C	7	-2	1	-1.2	7%	1	1	0.9	-2
CCCC(=O)Nc1ccc(NC(=O)Cc2ccccc2)cn1	6	12	6	-5.5	5%	1.1	1	0.9	13
CCOc1cccc(C(=O)Nc2cccc(-c3nnc(-c4ccccc4)o3)c2)c1	5	5	41	1.6	6%	1.1	1.1	0.9	38
Cc1c(C#N)c2ccccc2n1CC(=O)N1CCCC1	-1	-5	-20	-4.1	4%	1.2	0.98	0.9	0
Cc1ccc(NC(=O)C2CC(=O)NC(N3CCc4ccccc43)=N2)cc1 (configuration not stated)	1	21	-5	-0.4	0%	1.1	1.1	1	6
CC1CCc2nn(CC(=O)Nc3ccc(F)cc3F)cc2C1 (configuration not stated)	-7	-8	-2	-3.5	3%	1	0.99	0.8	-9
Cc1ccc(N(CN2C(=O)NC(C)(C)C2=O)CN2C(=O)NC(C)(C)C2=O)cc1	4	.	1	-0.7	4%	1.1	1	0.9	3
Cc1cc(S(=O)(=O)N2CCN(Cc3ccc4c(c3)OCO4)CC2)cc(C)c1N1CCCC1=O	-7	22	-19	-2.0	3%	1.1	1	1	-16
COc1ccc(NC(=O)C2CCCN2C(=O)OCc2ccccc2)c(OC)c1 (configuration not stated)	3	4	8	-2.9	6%	1.1	0.99	.	8
O=S(=O)(c1ccc2oc3ccc(S(=O)(=O)N4CCCC4)cc3c2c1)N1CCCC1	2	-6	-13	-2.4	6%	1.1	1.1	0.9	-2
COc1ccc(NC(=O)N(CCC(C)C)C(C)c2ccccn2)c(OC)c1 (configuration not stated)	1	6	-11	0.9	3%	1.1	1	0.9	7
CCOc1ccc2nc(NC(=O)Cn3cnc4c3c(=O)n(C)c(=O)n4C)sc2c1	4	-4	-4	-0.1	8%	1	1	0.9	6
COc1cccc(-c2cc3nc4c(c(N5CCC6(CC5)OCCO6)n3n2)CCCC4)c1	-10	16	3	0.5	4%	1.7	1	0.9	3
C=C(Br)CN1CCN(CC(=C)Br)CC1	-10	.	-13	-0.5	3%	1	0.99	0.9	-10
Cc1ccc(-n2ncc3c(=O)[nH]c(SCC(=O)N4CCCCC4)nc32)cc1	5	1	-7	1.6	2%	1.1	1	0.8	0
COC(=O)C1=CN(C2CC2)C=C(C(=O)OC)C1c1ccccc1OC	-361[fluorescence artefact?]	-12	-3	14	6%[fluoresces]	3.8*	1	1.1	6
COC(=O)C1(C)NC(c2ccc(O)cc2)C2C(=O)N(c3ccc4c(c3)OCCO4)C(=O)C21 (configuration not stated)	1	4	-17	-0.7	5%	1.1	1	0.9	-1
CC(C)c1ccc(-c2nnn(Cc3nc4ccccc4s3)n2)cc1	-1	23	0	3.1	4%	1.1	0.96	0.8	12
Cc1cc(=O)[nH]c(SCC(=O)N2c3ccccc3CC2C)n1 (configuration not stated)	-3	1	-7	-0.1	2%	1.1	1	0.9	-8
Cc1cc(N2CCN(C(=O)OC(C)(C)C)CC2)n2ncnc2n1	4	-4	-10	-2.9	3%	1.1	1	0.9	-1

Grouped by structure, those above with a furan ring, fused or not
SMILES	MMP-13 inhibitor	5-HT1A blocker	RORA act	HTR1A agonist	NADH enzymes	Autofluor 339	A340 absorber	TNAP act DEA	SF-1 act
COc1ccc(S(=O)(=O)n2nc(OC(=O)c3ccco3)cc2N)cc1	1	0	-4	0.5	4%	1.1	1	0.8	6
CCOC(=O)c1c(NC(=O)CSc2nnc(CNC(=O)c3ccco3)n2C)sc2c1CCC2	2	-1	-3	4.2	7%	1	1.1	1	11
CCC(c1nnnn1C1CCCCC1)N(Cc1ccco1)Cc1cc2ccc(OC)cc2[nH]c1=O (configuration not stated)	-4	16	-3	1.1	6%	1.2	1	0.9	9
CCOC(=O)c1ccc(CSc2ncn[nH]2)o1	1	.	-21	-2.7	4%	1.1	1	0.8	3
O=S(=O)(c1ccc2oc3ccc(S(=O)(=O)N4CCCC4)cc3c2c1)N1CCCC1	2	-6	-13	-2.4	6%	1.1	1.1	0.9	-2

The results go on.
SMILES	MMP-13 inhibitor	5-HT1A blocker	RORA act	HTR1A agonist	NADH enzymes	Autofluor 339	A340 absorber	TNAP act DEA	SF-1 act
COc1ccc(CNc2oc(COc3ccc(Cl)cc3)nc2C#N)cc1	2	.	9	-1.2	2%	1.1	1	0.9	2
COc1ccc(C2=NOC(C(=O)NCC(C)C)C2)cc1 (configuration not stated)	2	7	14	-0.5	1%	1.2	1	1	47
O=C(COc1ccccc1)NCCSc1ccccc1	2	2	32	1.7	5%	1.1	1	0.9	11
CCCCn1c(SCC(=O)NC(=O)NCc2ccco2)nc2cc(S(N)(=O)=O)ccc21	-4	-2	-8	0.3	3%	1.1	1	1	-8
CCOc1ccc2nc(NC(=O)C(CCSC)NS(=O)(=O)c3cccs3)sc2c1 (configuration not stated)	2	10	-9	0.7	7%	1.1	1	1	1
O=C(Nc1ccc2c(c1)OCCO2)c1cnc2ccccn2c1=O	-1	-9	12	-0.8	4%	1.1	1.1	.	13
N#Cc1ccccc1CSc1nc2ncc(Br)cc2[nH]1	-2	-4	-16	0.5	4%	1.1	1	0.9	2
CCOC(=O)c1oc2ccccc2c1CSc1nnnn1-c1ccccc1	1	41	-10	-0.9	4%	1.1	1	1	4
CCC1C(O)=C(c2ccccn2)C(=N)N1c1ccccc1 (configuration not stated)	-2	4	12	-0.7	5%	1.1	1	0.9	2
COC(=O)c1ccccc1NC(=O)c1cc2ncc(Br)cn2n1	-2	-17	-11	-0.8	10%	2.1*	1.1	0.9	-6
O=C(CSc1nc2ccccc2n1-c1ccccc1)NCC1CCCO1 (configuration not stated)	-12	3	11	-5.3	7%	1.1	1.1	1	2

Screening data: PubChem BioAssay, several laboratories
